Bioassay records: PubChem, National Center for Advancing Translational Sciences (NCATS)
KCNH2 3.1 block: qHTS for Inhibitors of KCHN2 3.1: Mutant qHTS; U2OS KCNH2 3.1, thallium flux FluxOr; stronger effect = lower value; activity change, % (tested at about 1.8 µM); AID 720553, 2013; 340,000 tested, 0.95% active;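 active = maximum activity change below -70%; inconclusive = maximum activity change from -70% to -50%; inactive = maximum activity change above -50%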;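 note: thallium influx rate constant from kinetic fluorescence after stimulation buffer; % is set by controls: 0 for no effect and ±100 for the full control effect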
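Virally transduced U2OS (3.1 isoform, 4 h infection in dark at RT) → overnight 37 C → FluxOr + Red40 in HBSS/HEPES, 45 min → stimulation buffer, 2 min kinetic read → rate constant vs DMSO controls.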
FLuc counter: qHTS profiling assay for firefly luciferase inhibitor/activator using purifed enzyme and Km concentrations of substrates (counterscreen for miR-21 project); Luciferin 4-monooxygenase (Photinus pyralis), P08659; purified FLuc, Km substrates, luminescence inhibition; Potency, µM (series often up to 57.5 µM), without a hit: at the top dose activity change, negative = inhibition, usual class: inhibitors; 360,000 tested, 6.9% active;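 note: potency is the fitted concentration of half-maximal effect; plate controls were vehicle for no effect and reference inhibitor for full effect; nearly all actives have a fitted effect of over 55% in size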
Target sequence (P08659 whole entry, looked up): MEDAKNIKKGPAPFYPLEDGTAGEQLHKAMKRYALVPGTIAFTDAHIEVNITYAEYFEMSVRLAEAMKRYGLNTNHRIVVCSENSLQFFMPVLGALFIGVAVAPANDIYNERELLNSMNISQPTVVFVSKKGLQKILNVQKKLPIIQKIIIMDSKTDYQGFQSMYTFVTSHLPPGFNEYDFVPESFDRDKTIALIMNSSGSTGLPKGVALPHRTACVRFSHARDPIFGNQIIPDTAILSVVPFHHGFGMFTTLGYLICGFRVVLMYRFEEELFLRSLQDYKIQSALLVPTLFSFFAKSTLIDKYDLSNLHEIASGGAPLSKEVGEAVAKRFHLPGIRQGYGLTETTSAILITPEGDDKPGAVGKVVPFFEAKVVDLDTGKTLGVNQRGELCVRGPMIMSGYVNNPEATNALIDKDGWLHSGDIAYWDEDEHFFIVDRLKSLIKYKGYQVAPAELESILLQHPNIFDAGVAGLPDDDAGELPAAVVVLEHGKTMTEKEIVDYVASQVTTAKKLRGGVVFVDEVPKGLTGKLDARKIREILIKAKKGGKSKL
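Purified P. pyralis luciferase (10nM final) with 10uM D-luciferin and 10uM ATP (Km levels) in 50mM Tris acetate pH 7.5, 10mM Mg acetate, 0.01% Tween-20, 0.05% BSA; qHTS 6-point titration, ~60 µM downward; luminescence read.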
ELG1 genotox: qHTS screen for small molecules that induce genotoxicity in human embryonic kidney (HEK293T) cells expressing luciferase-tagged ELG1; AID 504466, 2011; HEK293T ELG1-luciferase reporter, luminescence, 16 h; 330,000 tested, 1.3% active; Potency, µM (titrated, usually from 46 µM), inactives show top-dose activity change, positive = activation, most hits filed as activators; note: potency is the fitted concentration of half-maximal effect; % of control where 0% means no effect; nearly all actives have a fitted effect of over 60% in size
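HEK293T cells expressing luciferase-tagged ELG1 were treated with compound or DMSO for 16 hr at 37°C. Luciferase activity was then read after 30 min with ONE-Glo at room temperature; rising signal flags genetic stress.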
Tb PFK block: qHTS Assay to Find Inhibitors of T. brucei phosphofructokinase. T. brucei PFK, ADP-Glo luminescence. Potency, µM (top dose mostly 57.5 µM), inactives show at the top dose activity, negative = inhibition, actives largely listed as inhibitors. 330,000 tested, 0.17% active. AID 485367, 2010;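 note: potency is the fitted concentration of half-maximal effect; 0% = uninhibited 1x PFK enzyme wells and -100% = no-enzyme wells; nearly all actives have a fitted effect of over 60% in size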
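ADP-Glo luminescence quantified ADP after 45 min at room temperature, with 1.25 nM T. brucei PFK, 0.1 mM ATP and 0.5 mM fructose-6-phosphate in pH 8.0 TEA buffer. qHTS titrations up to 57 µM; curves classified by quality.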
RORgamma inh: qHTS for inhibitors of ROR gamma transcriptional activity | Potency, µM (doses to about 53.6 µM), without a hit: top-dose activity change, negative = inhibition, hits mostly inhibitors | Drosophila S2 Gal4-RORgamma UAS-luciferase reporter, 20 h | 310,000 tested, 5.4% active | AID 2551, 2010 | Nuclear receptor ROR-gamma (Mus musculus), P51450; note: potency is the fitted concentration of half-maximal effect; % is set by controls: 0 for no effect and ±100 for the full control effect; nearly all actives have a fitted effect of over 60% in size
Target sequence (P51450 whole entry, looked up, the tested form may be a part): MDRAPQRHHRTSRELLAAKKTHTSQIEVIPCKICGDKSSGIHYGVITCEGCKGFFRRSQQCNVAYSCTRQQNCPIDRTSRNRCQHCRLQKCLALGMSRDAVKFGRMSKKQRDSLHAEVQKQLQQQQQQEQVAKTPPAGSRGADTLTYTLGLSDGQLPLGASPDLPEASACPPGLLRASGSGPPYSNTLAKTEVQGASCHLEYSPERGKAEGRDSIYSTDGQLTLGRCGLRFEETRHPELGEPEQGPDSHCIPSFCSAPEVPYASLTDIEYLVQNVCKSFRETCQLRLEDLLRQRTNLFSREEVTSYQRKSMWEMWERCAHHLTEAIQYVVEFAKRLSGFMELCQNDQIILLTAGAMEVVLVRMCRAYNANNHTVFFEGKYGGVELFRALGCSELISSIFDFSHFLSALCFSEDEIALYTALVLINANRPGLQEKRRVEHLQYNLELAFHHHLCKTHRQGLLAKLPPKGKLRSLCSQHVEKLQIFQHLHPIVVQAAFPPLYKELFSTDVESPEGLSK
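Luciferase reporter read in Schneider cells carrying Gal4-RORγ (mouse) and UAS-Photinus luciferase; cells given compound 1 h before 700 uM copper sulfate induction, then incubated 20 h at ambient temperature.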
Giardia kill: Small Molecules that selectively kill Giardia lamblia: qHTS; activity change, % at 7.66 µM, hits read low; Giardia lamblia trophozoite viability; 340,000 tested, 0.15% active; AID 540267, 2011; in the data active = activity change below about -80%; inconclusive = between about -30% and that limit;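 note: parasites exposed to compound for two days anaerobically before the ATP read; % is set by controls: 0 for no effect and ±100 for the full control effect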
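Killing of trophozoites was scored by loss of ATP luminescence after a 48 hrs anaerobic exposure to compounds at 37 deg C, using 100 cells per well.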
Rab9 prom act: qHTS Assay for Rab9 Promoter Activators; 320,000 tested, 2.8% active; Potency, µM (top dose mostly 9.22 µM), for inactives: at the top dose activation, negative = inhibition, usual class: activators; Huh7 Rab9 promoter-luciferase reporter, luminescence, 24 h; note: potency is the fitted concentration of half-maximal effect; % of control where 0% means no effect; nearly all actives have a fitted effect of over 60% in size
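Cell-based reporter: Huh7 stable for Rab9 promoter-driven luciferase, plated in reduced-serum medium with 10% FBS at 1500 cells/well, compound-treated 24 h at 37 °C, luminescence read after 10 min reagent.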
NPC1 promoter act: qHTS Assay for NPC1 Promoter Activators; Huh7 NPC1 promoter luciferase reporter, 24 h; Potency, µM (titrated, usually from 9.22 µM), without a hit: at the highest dose activation, most hits filed as activators; 320,000 tested, 2.4% active; AID 485313, 2010;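 note: potency is the fitted concentration of half-maximal effect; % of control where 0% means no effect; nearly all actives have a fitted effect of over 60% in size; reporter is driven by a mutant NPC1 promoter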
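Huh7 reporter cells (NPC1 promoter driving luciferase) are dosed with compound for 24 h at 37 °C, 5% CO2; luciferase detection reagent is then added and luminescence measured after 10 min at ambient temperature.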
Coupling enz: qHTS Assay for Inhibitors of Fructose-1,6-bisphosphate Aldolase from Giardia Lamblia: Coupling assay counterscreen. coupling enzyme system counterscreen, AmpLite Red fluorescence. activity change, negative = inhibition, % at 58.2 µM, hits read low. 290,000 tested, 0.67% active; in the data active = activity change below about -30%; note: % is set by controls: 0 for no effect and ±100 for the full control effect
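First, compound is pin-transferred into glyceraldehyde-3-phosphate coupling-enzyme reagent at 57.5 uM final and held 10 min at RT. Next, substrate, coupling system and AmpLite Red are added. After 20 min RT, fluorescence (525/598 nm) is read.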
VP16 counter: VP16 counterscreen qHTS for inhibitors of ROR gamma transcriptional activity; Drosophila S2 Gal4-VP16 UAS-luciferase, luminescence, 20 h; Potency, µM (series often up to 53.6 µM), for the others: at the highest dose activity, negative = inhibition, actives largely listed as inhibitors; 310,000 tested, 3.5% active; AID 2546, 2010;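 note: Gal4-VP16 expression switched on by copper sulfate through the metallothionein promoter; potency is the fitted concentration of half-maximal effect; % is set by controls: 0 for no effect and ±100 for the full control effect; nearly all actives have a fitted effect of over 50% in size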
uPA generation: qHTS for Inhibitors of Cell Surface uPA Generation; cell surface uPA generation assay, qHTS; Potency, µM (series often up to 38.3 µM), inactives show at the top dose activity change, negative = inhibition, hits mostly inhibitors; 330,000 tested, 0.31% active; AID 540303, 2011; active = well fitted inhibition curve with a large enough effect; inconclusive = small, poorly fitted or top-dose-only effect; inactive = no such curve, though single readings can be large or run the other way; tested in mouse RAW 264.7 cells; note: potency is the fitted concentration of half-maximal effect; % is set by controls: 0 for no effect and ±100 for the full control effect; nearly all actives have a fitted effect of over 55% in size
Numbers without * were called inactive; u = inconclusive; x = no result given; [ ] = remark or other dose. Unless noted, calls come from the whole dose curve; as a rule, active = well fitted curve in the direction sought with a large enough effect; inconclusive = small, poorly fitted or top-dose-only effect, or another doubt; inactive = no such curve, though single readings can be large; an effect the other way counts as inactive or inconclusive.

SMILES	KCNH2 3.1 block	FLuc counter	ELG1 genotox	Tb PFK block	RORgamma inh	Giardia kill	Rab9 prom act	NPC1 promoter act	Coupling enz	VP16 counter	uPA generation
Cn1cc(CN2CCC(CO)(CCCc3ccccc3)CC2)c(-c2ccccc2)n1	u	1%	-4%	0%	u	8	1%	4%	11	u	-14%
CN(C)c1ccc(-c2nnc(-c3cccs3)o2)cc1	0	0.76µM*	u	-9%	-16%	10	0.32µM*	0.5µM*	1	-8%[10 µM]	-24%
Cc1ccc(NC(=O)COc2nc(C)cs2)cc1	11	-1%	-3%	-1%	0%	28	-1%	2%	1	19%	6%
CCc1ccc(NC(=O)CCS(=O)(=O)c2ccc(Cl)cc2)cc1	-2	0%	-2%	0%	14%	24	8%	1%	-1	3%	14%
COc1ccc(-n2nc3c(N4CCC(C(=O)NCC(C)c5ccccc5)CC4)nnc(C)c3c2C)cc1 (centres undefined)	-12	0%	u	2%	-31%	-14	-6%	-7%	4	20µM*	u
N#C/C(=C\c1cccnc1)C(=O)Nc1ccc(S(N)(=O)=O)cc1	17	-2%	2%	20%	16%	6	0%	-3%	1	1%	2%
CC(=O)n1c2ccccc2c2c1c1ccccc1n2C	-4	-2%	1%	-1%	-17%	6	6%	26%	5	5%	-6%
O=C(Cc1cccs1)N/N=C/c1ccc(OCc2ccccc2)cc1	-2	2%	6%	0%	44%	7	-7%	-2%	4	-2%	-15%
O=C(/C=C/c1ccc(S(=O)(=O)N2CCOCC2)cc1)NCCCn1ccnc1	21	-1%	4%	1%	0%	14	-6%	-11%	1	-9%	-4%
CCOC(=O)C1(Cc2cccc(F)c2)CCN(C(=O)C2CCOCC2)CC1	6	0%	0%	3%	-11%	7	1%	-5%	0	-9%	-2%
CN(CC(=O)NCCCN1CCOCC1)S(=O)(=O)c1ccc(Br)cc1	9	0%[2.3 µM]	-2%	-6%	-10%	-19	1%	0%	-1	0%	5%
COc1ccccc1N1CCN(C2CCCN(C(=O)c3cscn3)C2)CC1 (centres undefined)	-7	-1%	-2%	4%	-18%	-13	-10%	-1%	-1	2%	6%
C=CCN(C(=O)c1csnn1)C(C(=O)NC1CCCC1)c1c(F)cccc1Cl (centres undefined)	-3	-4%	0%	-12%	0%	6	14%	3%	0	-1%	2%
CCOc1ccc(S(=O)(=O)NC2CCCC2)cc1C	14	-2%	-1%	-4%	-3%	0	4%	-1%	0	-14%	2%
CCCCCn1c(CNC(=O)c2cccs2)nc2ccccc21	-26	-2%	-4%	2%	5%	0	0%	-1%	-2	2%	-5%
O=C(N/N=C/c1ccc(-c2cccc(C(F)(F)F)c2)o1)c1ccccc1Br	-21	21µM*	-1%	-1%	11µM*	-24	1%	8%	-2	-91%	-18%
Cc1ccc(C(=O)NNC(=O)C2CCN(c3nccc(C)n3)CC2)cc1	-5	-1%	0%	0%	10%	12	-4%	2%	-2	-5%	-3%
Cc1ccc(/C=C/C(=O)OCc2nc(N)nc(Nc3ccccc3C)n2)o1	-29	-18%	-4%	-13%	0%	6	-1%	-2%	2	3%	3%
CC(=O)c1cc(-c2ccc(F)cc2)n(CC(=O)NCc2cccs2)c1C	-6	2%	19%	1%	2%	23	1%	4%	-3	4%	4%
O=C(Nc1nccs1)c1cc(Cl)nc2ccccc12	7	-4%	-4%	-5%	18µM*	8	1%	-4%	3	u	-11%
CCc1ccc(C(=O)NC(CCSC)C(=O)O)cc1 (centres undefined)	22	u	1%	2%	-21%	-12	-8%	-5%	6	3%	1%
COc1nc2ccccc2cc1-c1noc(-c2cccnc2)n1	x	1%	-4%	-1%	-2%	x	2%	9%	2	-14%	x
Cc1noc(C)c1COc1ccccc1C(=O)N1CCN(c2cccc(C(F)(F)F)c2)CC1	9	4%	-2%	0%	x	-8	-12%	-31%[inhibitor]	x	x	u
COc1ccc(-c2cc(C(=O)NC3CC3)c3ccccc3n2)cc1	-4	21µM*	-1%	1%	1%	u	-1%	-4%	x	-15%	-3%
O=C(Nc1ccc(N2CCOCC2)cc1)c1cccnc1	12	u	14%	2%	-28%	-15	16%	22%	-8	-16%	-3%
CCS(=O)(=O)c1nc(NC(C)=O)n[nH]1	2	-4%	0%	4%	6%	9	7%	6%	0	-8%	1%
Cc1cccc(NC2=C(Cl)C(=O)OC2NC(=O)c2ccccc2)c1 (centres undefined)	-19	2%	1%	-2%	30%	-10	1%	12%	1	1%	-6%
CC(=O)C(Cc1ccccc1)NC(=O)COC(=O)c1cccc(C)c1[N+](=O)[O-] (centres undefined)	23	x	1%	1%	x	-12	x	x	x	x	-3%
CN(C)C(=O)CCc1ccc2c3c([nH]c2c1)[C@]1(CCc2ccccc2)[C@@H](C(=O)N2CCCCC2)C[C@H](CC(=O)NCc2ccco2)C(=O)N1CC3	-4	x	4%	1%	x	16	x	x	x	x	1%
O=C(OCc1nnc(-c2ccccc2)o1)c1cc(S(=O)(=O)N2CCOCC2)ccc1F	5	4%	5%	-4%	x	5	0%	-2%	x	x	-1%
COc1ccc(-c2cc(C(=O)NCC3CCCO3)c3cc(C(C)C)ccc3n2)cc1 (centres undefined)	-6	u	-1%[9.26 µM]	4%	u	18	-1%	-2%	-1	u	-19%
COc1ccc(NC(=O)CCN2C(=O)c3ccc([N+](=O)[O-])cc3C2=O)c(OC)c1	-28	-1%	2%	-9%	-37%	-2	-2%	0%	-5	-1%	1%
Cc1cc(Cl)ccc1NC(=S)NCCCO	1	-1%	0%	-5%	7%	10	-5%	2%	-4	-2%	6%
O=C(CCC(=O)N1CCN(S(=O)(=O)c2ccc(Cl)cc2)CC1)Nc1ccc(Cl)cc1Cl	15	-2%	-8%	-1%	u	2	-11%	0%	0	u	16%
CC(=NCc1cccnc1)C1=C(O)c2ccccc2C1=O	-13	3%	-5%	1%	u	3	-2%	-9%	4	-1%	4%
Cc1ccc(S(=O)(=O)NCC(=O)N2CCOCCOCCOCCOCC2)cc1	-5	4%	1%	-8%	-12%	-22	3%	1%	0	1%	2%
CN(C)S(=O)(=O)c1ccc2c(c1)C(CC(=O)O)NC2=O (centres undefined)	11	-1%	1%	-2%	-3%	-13	18%	-19%	1	-1%	9%
COc1ccc(N2C(=NC(=O)C3CCCO3)SC3CS(=O)(=O)CC32)cc1 (centres undefined)	9	-2%	0%	4%	3%	u	-4%	1%	x	4%	-5%
O=S(=O)(c1ccccc1)N1CCSC1c1ccco1 (centres undefined)	-16	2%	2%	u	-1%	18	-1%	-6%	-11	13%	-2%
COCCC(=O)N1CCC(n2nccc2NC(=O)c2ccccc2C)CC1	5	1%	0%	-1%	1%	u	-2%	-3%	0	-2%	7%
c1ccc2c(c1)ccc1nnc(-c3ccc4c(c3)OCO4)n12	-3	u	2%	4%	7%	0	-13%	-4%	-1	10%	-5%
COc1ccc2c(c1)c(=O)oc1cc(OCC(=O)NC3CCCCC3)ccc12	2	u	5%	u	1%	-5	-8%	1%	1	-11%	5%
CCCNC(=O)COC(=O)CCC(=O)c1ccc(F)cc1	3	-3%	-1%	1%	8%	46[activator]	-5%	6%	-1	2%	-2%
Cc1cccc(NC(=O)CCCn2cc([N+](=O)[O-])cn2)n1	15	-1%	5%	-12%	1%	13	-7%	0%	1	0%	1%
CC1C(=O)N(c2ccc(S(=O)(=O)N(C)C)cc2)C1(/C=C/c1ccccc1)C(=O)NC1CCCC1 (centres undefined)	8	-7%	-5%	-3%	18%	7	0%	1%	-6	u	7%
O=C(Cn1cncn1)NCCC(c1ccccc1)c1ccccc1	13	1%	3%	5%	0%	-14	2%	-2%	0	6%	-1%
CCOC(=O)c1[nH]c(C)c(C(=O)NCCc2ccc(OC)cc2)c1C	7	1%	-7%	6%	u	-7	-8%	-1%	2	0%	x
